Hsp70 displacement: Hsp70 inhibitors, probe displacement, primary screen, biochemical, fluorescence polarization (AID 583); one-dose displacement, % at 20 µM; IC50 in µM for titrated hits; Hsp70 fluorescence polarization probe displacement, mP; higher % means a stronger effect; 140,000 tested, 0.06% active; in the data active = displacement above about 50%;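 also: plate controls were vehicle for no effect and reference ligand for full effect; a part of the inactive calls stands beside numbers as strong as those of hits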
Rat MKP-3 inhibitors: MKP-3 phosphatase inhibitors, primary screen, biochemical, rat enzyme, in vitro (AID 425) | 110,000 tested, 0.17% active | recombinant MKP-3 phosphatase activity, fluorescence; higher % means a stronger effect | one-dose inhibition, % at 20 µM; IC50 in µM for titrated hits; in the data active = inhibition above about 50%;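 also: plate controls were vehicle for no effect and reference inhibitor for full effect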
* marks the source's active call; other numbers are inactive results; & = joins results of further samples. This is a subset, so the mix of outcomes need not match the whole.

`O=C(COc1ccccc1)Nc1ncc2c(n1)CCCC2=O` gave Hsp70 displacement 0.0% and Rat MKP-3 inhibitors -4%.
NS(=O)(=O)c1cccc(NC(=O)/C=C/c2ccccc2)c1 was read as Hsp70 displacement 3.7% and Rat MKP-3 inhibitors 4%.
`COc1ccc(/C=C2\SC(=Nc3cccc(Cl)c3C)NC2=O)cc1C` gave Hsp70 displacement 1.2% and Rat MKP-3 inhibitors 5%.
`O=C(CN1C2CCC1CC(NC(=O)Nc1ccccc1)C2)NCc1ccco1` (stereo not drawn) gave Hsp70 displacement 2.6% and Rat MKP-3 inhibitors -12%.
For O=S(=O)(c1cc(F)cc(F)c1)N1CCN(c2ncccn2)CC1 the results were Hsp70 displacement 0.4% and Rat MKP-3 inhibitors -4%.
For CCOC(=O)CNC(=O)Nc1cccc(Cl)c1C the results were Hsp70 displacement 3.7% and Rat MKP-3 inhibitors 3%.
Screening CCOC(=O)c1sc(N)c(C(=O)OCC)c1COC(=O)C1CC(=O)N(Cc2ccco2)C1 (stereo not drawn) returned Hsp70 displacement 1.4% and Rat MKP-3 inhibitors -6%.
Screening CCCC1CCc2c(sc(N)c2C(N)=O)C1 (stereo not drawn) returned Hsp70 displacement -3.2%&3.0% and Rat MKP-3 inhibitors 6%.
`c1ccc(CC2CCN(C(c3cccs3)c3nnnn3C3CCCC3)CC2)cc1` (stereo not drawn) gave Hsp70 displacement -3.0% and Rat MKP-3 inhibitors 4%.
CCCCCCN1C2=NCCN2c2ccccc21 was read as Hsp70 displacement -0.7%.
Screening CCOC(=O)/C(C#N)=C1/SC(C)C(=O)N1c1ccc(Br)cc1 (stereo not drawn) returned Hsp70 displacement 1.8%.
c1ccc(-c2cnnc3c2[nH]c2ccccc23)cc1 was read as Hsp70 displacement -3.6% and Rat MKP-3 inhibitors -3%.

Structures listed so far that have a halogen:
`COc1ccc(/C=C2\SC(=Nc3cccc(Cl)c3C)NC2=O)cc1C` gave Hsp70 displacement 1.2% and Rat MKP-3 inhibitors 5%.
For O=S(=O)(c1cc(F)cc(F)c1)N1CCN(c2ncccn2)CC1 the results were Hsp70 displacement 0.4% and Rat MKP-3 inhibitors -4%.
For CCOC(=O)CNC(=O)Nc1cccc(Cl)c1C the results were Hsp70 displacement 3.7% and Rat MKP-3 inhibitors 3%.
Screening CCOC(=O)/C(C#N)=C1/SC(C)C(=O)N1c1ccc(Br)cc1 (stereo not drawn) returned Hsp70 displacement 1.8%.

Next structures
`c1nc(COc2nsnc2N2CCOCC2)cs1` gave Rat MKP-3 inhibitors -9%.
Screening Cc1cc(C(F)(F)F)nn1CCCNC(=O)c1cnccn1 returned Hsp70 displacement 2.1% and Rat MKP-3 inhibitors 1%.
`CCCCc1c(C(=O)O)cc(OC)cc1C(=O)O` gave Hsp70 displacement 0.8% and Rat MKP-3 inhibitors -18%.
`CC(=O)Nc1ccc(OCC(=O)c2ccc(C)cc2C)cc1` gave Hsp70 displacement 0.8%.
For COc1ccc(NC(=O)CN(c2ccc(C)c(Cl)c2)S(C)(=O)=O)c(OC)c1 the results were Hsp70 displacement -0.7% and Rat MKP-3 inhibitors -4%.
For O=C(Nc1cccc2cccnc12)c1cccc(N2C(=O)CCC2=O)c1 the results were Hsp70 displacement -3.7% and Rat MKP-3 inhibitors -10%.
Screening CC1(c2ccccc2)CC(C)(C)N(C=O)c2ccccc21 (stereo not drawn) returned Hsp70 displacement -4.9% and Rat MKP-3 inhibitors 2%.
CS(=O)(=O)N1CCC(C(=O)Nc2ccc3c(c2)OCO3)CC1 was read as Hsp70 displacement 3.3%.
COc1cc([N+](=O)[O-])ccc1-c1ccc(/C=C2\C(=O)NC(=S)N(c3ccc(Cl)cc3)C2=O)o1 was read as Hsp70 displacement 0.3% and Rat MKP-3 inhibitors 8%.
Screening O=C(CCCSc1nc2ccccc2s1)Nc1nccs1 returned Hsp70 displacement -6.3% and Rat MKP-3 inhibitors -4%.
Cc1cccc(NC(=S)NNC(=O)CCn2nc(C)c([N+](=O)[O-])c2C)c1 was read as Hsp70 displacement -0.7%.
For CC(C)c1ccc(Oc2cccc(C(=O)/C(C#N)=C/N(C)C)c2)cc1 the results were Hsp70 displacement 3.9%.
`CCOC(=O)C1CCN(C(=O)Nc2ccccc2Cl)CC1` gave Hsp70 displacement -0.1% and Rat MKP-3 inhibitors -6%.
Screening CN1CCN(CCC(=O)Nc2ccc3c(c2)OCO3)CC1 returned Hsp70 displacement 0.1%.
Cc1ccc(C(=O)Nc2c(C)n(C)n(-c3ccccc3)c2=O)cc1S(=O)(=O)N1CCOCC1 was read as Hsp70 displacement -0.4% and Rat MKP-3 inhibitors 0%.
For CCOC(=O)c1c(C)oc2c(F)c(F)c(F)c(F)c2c1=O the results were Hsp70 displacement -0.1% and Rat MKP-3 inhibitors -5%.
`c1ccc(CNc2nc3ccccc3n2CCN2CCOCC2)nc1` gave Hsp70 displacement 2.5% and Rat MKP-3 inhibitors -2%.
Screening COc1ccc(C2NC(=S)NC3=C2N2CCC3CC2)cc1 (stereo not drawn) returned Hsp70 displacement -2.5% and Rat MKP-3 inhibitors 0%.
For COc1cccc(/C(O)=C2/C(=O)C(=O)N(c3cc(C)on3)C2c2cccs2)c1 (stereo not drawn) the results were Hsp70 displacement -5.2% and Rat MKP-3 inhibitors -5%.
`COc1ccc(N=C2NC(=O)S/C2=C\c2ccc(N(C)C)cc2)cc1` gave Hsp70 displacement 40%.
Screening CCOc1ccc(-c2nn[nH]n2)cc1OCC returned Hsp70 displacement 1.1%.
CN1C(=O)NC(=O)/C(=C/c2cccc3ccccc23)C1=O was read as Hsp70 displacement 3.5% and Rat MKP-3 inhibitors -3%.
O=C1CCC(C(=O)Nc2cccc(C(F)(F)F)c2)N1 (stereo not drawn) was read as Hsp70 displacement -2.9% and Rat MKP-3 inhibitors -11%.
`CO[C@@H]1O[C@@H]2COC(c3ccccc3)O[C@@H]2[C@@H](OC)[C@@H]1O` (stereo partly drawn) gave Hsp70 displacement 0.1%.
`CC1CCN(c2ncccc2C(=O)O)CC1` gave Hsp70 displacement 0.1% and Rat MKP-3 inhibitors 0%.
`C=CCNC(=S)NNC(=O)C(CCC(C)C)CC(C)O` (stereo not drawn) gave Hsp70 displacement -1.8%.
Screening Cc1ccc(N2CC(C(=O)OCC(=O)C(C)(C)C)CC2=O)cc1C (stereo not drawn) returned Hsp70 displacement 5.5% and Rat MKP-3 inhibitors -8%.
For CCOC(=O)/C(=C/Nc1ccccc1)C(=O)Nc1ccccc1 the results were Hsp70 displacement 9.5% and Rat MKP-3 inhibitors 2%.
Screening COC(=O)[C@H](C)NC(=O)Nc1ccccc1C(F)(F)F returned Hsp70 displacement 3.6% and Rat MKP-3 inhibitors -10%.
Screening CCOC(=O)c1c2c(n(-c3ccccc3)c1C)C=C(Br)C(=O)C2=O returned Hsp70 displacement 3.7% and Rat MKP-3 inhibitors 0%.
`CC1=C(C#N)c2nc(N)c(C#N)c(C)c2/C1=C/c1ccc(-c2cccc(Cl)c2Cl)o1` gave Hsp70 displacement -2.1% and Rat MKP-3 inhibitors 4%.
`O=C(CN1CCOCC1)Nc1ccccc1NC(=O)C1CCN(c2ncccn2)CC1` gave Hsp70 displacement -2.7% and Rat MKP-3 inhibitors -4%.
`Cc1noc(C)c1S(=O)(=O)N(CC(=O)NCc1ccc2c(c1)OCO2)c1ccc(C(C)C)cc1` gave Hsp70 displacement -3.3% and Rat MKP-3 inhibitors -10%.
COc1ccccc1NC(=O)N1CCCC1C(=O)Nc1ccc(NC(C)=O)cc1 (stereo not drawn) was read as Hsp70 displacement -1.4% and Rat MKP-3 inhibitors -2%.
CCOC(=O)C1CCN(C(=O)CNS(=O)(=O)c2cccs2)CC1 was read as Hsp70 displacement -1.7% and Rat MKP-3 inhibitors -13%.
O=C(Nc1nc(-c2cc(Cl)ccc2Cl)cs1)C(Cl)Cl was read as Hsp70 displacement -1.6% and Rat MKP-3 inhibitors 5%.
Screening Cc1ccc(NCc2nnc3n2CCCCC3)cc1 returned Hsp70 displacement 22% and Rat MKP-3 inhibitors 1%.
Clc1cccc(N2CCN(CCNc3nc4ccccc4n4cnnc34)CC2)c1 was read as Hsp70 displacement -4.8% and Rat MKP-3 inhibitors 6%.
`O=C(COc1ccc(S(=O)(=O)NCc2ccccc2)cc1)NCC1CCCO1` (stereo not drawn) gave Hsp70 displacement 0.6% and Rat MKP-3 inhibitors -5%.
`CCN(CC)CCCN1C(=O)C(O)=C(C(C)=O)C1c1ccc(OC)cc1OC` (stereo not drawn) gave Hsp70 displacement 0.7% and Rat MKP-3 inhibitors 1%.
For CCn1c(SCC(=O)Nc2cccc(OC)c2)nnc1-c1ccc(Cl)cc1 the results were Hsp70 displacement -3.5% and Rat MKP-3 inhibitors -8%.
Screening Cc1ccc(NC(=O)C2C3CC/C=C\CCC32)cc1 (stereo not drawn) returned Hsp70 displacement 2.4% and Rat MKP-3 inhibitors -4%.
`O=C(c1ccccc1O)N1N=CCC1(O)c1ccc(Cl)cc1` (stereo not drawn) gave Hsp70 displacement -2.4% and Rat MKP-3 inhibitors 4%.
For C=CCNC(=O)c1ccc(I)cc1 the results were Hsp70 displacement 4.0% and Rat MKP-3 inhibitors 3%.
COC(=O)c1ccc2c(=O)n(CCC3=CCCCC3)c(SCC(=O)N3CCCC3)nc2c1 was read as Hsp70 displacement 0.1% and Rat MKP-3 inhibitors 1%.
Screening COc1ccc(S(=O)(=O)NCc2ccc(C)cc2)cc1 returned Hsp70 displacement -1.1%.
O=C(Cc1ccc(Cl)cc1)Nc1ccc(N2CCN(C(=O)c3ccco3)CC2)c(Cl)c1 was read as Hsp70 displacement -3.2% and Rat MKP-3 inhibitors -1%.
`CCOC(=O)c1sc(NC(=O)CSc2ccccn2)c(C#N)c1C` gave Hsp70 displacement 1.4% and Rat MKP-3 inhibitors -17%.

Among those listed so far, 2 contain bromine.
Screening CCOC(=O)/C(C#N)=C1/SC(C)C(=O)N1c1ccc(Br)cc1 (stereo not drawn) returned Hsp70 displacement 1.8%.
Screening CCOC(=O)c1c2c(n(-c3ccccc3)c1C)C=C(Br)C(=O)C2=O returned Hsp70 displacement 3.7% and Rat MKP-3 inhibitors 0%.

(list continues)
c1ccc(-c2nnc(SCc3nc4ccccc4[nH]3)n2Cc2ccco2)nc1 was read as Hsp70 displacement -2.1% and Rat MKP-3 inhibitors 5%.
For O=C(/C=C(\O)c1ccc([N+](=O)[O-])cc1)C(F)(F)F the results were Hsp70 displacement 1.7% and Rat MKP-3 inhibitors 0%.
O=C(Cc1coc(-c2ccc(F)cc2)n1)Nc1ccccc1 was read as Hsp70 displacement 5.3% and Rat MKP-3 inhibitors -9%.
N#CN(CC(N)=O)c1nc(N2CCCCC2)nc(N2CCCCC2)n1 was read as Hsp70 displacement -2.6% and Rat MKP-3 inhibitors -6%.
For Cc1cc2c(cc1C)CSC(c1cccc([N+](=O)[O-])c1)SC2 the results were Hsp70 displacement -5.8% and Rat MKP-3 inhibitors 4%.
Screening O=C(C1CCC(=O)N1C1CCCCC1)N1CCN(c2ccc(F)cc2)CC1 (stereo not drawn) returned Hsp70 displacement 1.3% and Rat MKP-3 inhibitors -4%.
Screening COc1ccc(S(=O)(=O)NC(CC(=O)NCc2ccco2)C(C)C)cc1 (stereo not drawn) returned Hsp70 displacement 1.1% and Rat MKP-3 inhibitors 0%.
Cc1ccc(S(=O)(=O)N2CCCC2)cc1[N+](=O)[O-] was read as Hsp70 displacement -2.8% and Rat MKP-3 inhibitors -1%.
`CCOC(=O)C1CCCN(C(=O)CC(C)c2ccccc2)C1` (stereo not drawn) gave Rat MKP-3 inhibitors 2%.
For NC(=O)C1CCN(CC(=O)c2c[nH]c3ccc(F)cc23)CC1 the results were Hsp70 displacement -2.9% and Rat MKP-3 inhibitors -3%.
Screening CC(=O)Nc1ccc(NC(=O)COC(=O)c2ccc(C)s2)cc1 returned Hsp70 displacement -2.1%.
For Cc1cc(C(=O)NCc2cccnc2)n(-c2ccccc2)n1 the results were Hsp70 displacement 0.2% and Rat MKP-3 inhibitors -4%.

Among those listed so far, these contain a COOH group.
`CCCCc1c(C(=O)O)cc(OC)cc1C(=O)O` gave Hsp70 displacement 0.8% and Rat MKP-3 inhibitors -18%.
`CC1CCN(c2ncccc2C(=O)O)CC1` gave Hsp70 displacement 0.1% and Rat MKP-3 inhibitors 0%.

Going on with the list:
For COc1ccccc1OC(=O)C1CC(=O)N(c2ccc(Cl)cc2)C1 (stereo not drawn) the results were Hsp70 displacement -0.2% and Rat MKP-3 inhibitors -1%.
`COC(=O)c1ccc(OC)c(CSc2nnc(-c3ccc(C)cc3)o2)c1` gave Hsp70 displacement 2.7% and Rat MKP-3 inhibitors -3%.
`O=C(O)c1ccc(Oc2ccc(NC(=O)C3CCCCC3)cc2)cc1C(=O)O` gave Hsp70 displacement 0.6% and Rat MKP-3 inhibitors -2%.
`CC1CC1C(=O)NCCc1ccc(Cl)cc1` (stereo not drawn) gave Hsp70 displacement 2.5%.
`COc1ccc(C(=O)COC(=O)CN2CC(=O)Oc3ccccc32)cc1Br` gave Hsp70 displacement 0.6% and Rat MKP-3 inhibitors -12%.
Screening Cc1ccc(NC(=O)CN2C(=O)S/C(=C\c3cccn3-c3cccc(C(=O)O)c3)C2=O)cc1C returned Rat MKP-3 inhibitors 17µM*.
Screening CCCN1C(=O)/C(=C/c2nc3ccccc3c(=O)n2Cc2ccccc2)c2ccccc21 returned Hsp70 displacement 0.4% and Rat MKP-3 inhibitors 2%.
CCN(CC)CCCNC(=O)c1nn(-c2cccc(OC)c2)c(=O)c2ccccc12 was read as Hsp70 displacement -5.4% and Rat MKP-3 inhibitors 4%.
Oc1ccccc1C=Nc1ccc2c(c1)ncn2-c1ccccc1 was read as Hsp70 displacement -3.7% and Rat MKP-3 inhibitors -1%.
Screening COc1cccc(/C=N/Nc2ncnc3scc(-c4ccccc4)c23)c1OC returned Hsp70 displacement 3.2%.
